Screening data (PubChem)
EBI2 block: blocks human EBI2 receptor beta-arrestin signaling | P32249 | EBI2 beta-arrestin recruitment, luminescence, 7a,25-OHC stimulated | inhibition, % at 5 µM | 360,000 compounds, 0.81% hits | AID 651636; in the data active = inhibition above about 38%;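 also: enzyme fragment complementation signal reports receptor beta-arrestin coupling in cells; 0% = agonist plus DMSO wells and 100% = wells without agonist; some results beyond the cut were filed as inactive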
CXCR6 block: blocks human CXCR6 beta-arrestin recruitment; O00574; CHO-K1 PathHunter CXCR6 beta-arrestin, luminescence; inhibition, % at 20 µM; 360,000 compounds, 0.36% hits; AID 602244; in the data active = inhibition above about 34%, passing the limit was not always enough;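 also: antagonist mode with CXCL16 agonist at 10 nM final; 0% = 10 nM CXCL16 with DMSO and 100% = unstimulated wells without agonist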
Gli-Sufu block: blocks Gli-Sufu signaling in a luciferase reporter. Sufu-KO-LIGHT fibroblasts, Gli luciferase reporter luminescence. inhibition, % at 5 µM. 340,000 compounds, 0.74% hits;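 active = inhibition above about 55%, limit read from the data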;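 also: 0% = DMSO-treated cells and 100% = wells with medium but no cells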
APJ ag: activates the human apelin receptor APJ | CHO-K1 APJ PathHunter beta-arrestin, luminescence; 0% DMSO wells, 100% apelin | 330,000 compounds, 0.11% hits | activation, % at 20 µM | P35414;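 active = activation more than six SD over the plate average, tested at 20 µM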;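 also: 0% = DMSO alone and 100% = apelin-13 at 10 nM; some results filed as inactive read as strong as hits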
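Assay system: CHO-K1 cells stably expressing ProLink-tagged human APJ and arrestin–beta-gal acceptor. Compound dosing: 20 µM single point, 1% DMSO. Times: 16-18 h seeding, 90 min dark compound exposure, 60 min detection. Detection: beta-gal luminescence. Evaluation: APJ–arrestin association signal. Controls: negative DMSO alone, positive Apelin-13 at 10 nM.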
ATG4B inh: blocks human ATG4B protease cleavage of LC3 substrate; ATG4B cleavage of LC3-PLA2, NBD-HPC fluorescence, 1 h; inhibition, % at 8.33 µM; 340,000 compounds, 0.51% hits; Q9Y4P1; in the data active = inhibition above about 40%
Target sequence (Q9Y4P1 whole entry, looked up): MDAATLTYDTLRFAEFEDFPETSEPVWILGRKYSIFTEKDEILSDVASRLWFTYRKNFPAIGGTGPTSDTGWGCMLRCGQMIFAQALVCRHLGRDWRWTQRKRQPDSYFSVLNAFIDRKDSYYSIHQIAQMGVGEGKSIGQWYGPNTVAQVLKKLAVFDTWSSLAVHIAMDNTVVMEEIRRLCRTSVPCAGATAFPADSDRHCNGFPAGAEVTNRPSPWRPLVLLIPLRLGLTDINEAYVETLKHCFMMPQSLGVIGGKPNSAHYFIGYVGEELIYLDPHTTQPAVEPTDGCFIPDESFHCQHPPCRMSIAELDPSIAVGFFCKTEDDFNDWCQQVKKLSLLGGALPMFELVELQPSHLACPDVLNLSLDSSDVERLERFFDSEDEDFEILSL
CCR6 antag: antagonists of human CCR6 receptor; P51684; CHO-K1 CCR6 PathHunter beta-arrestin, luminescence, CCL20-stimulated; inhibition, % at 20 µM; 340,000 compounds, 0.49% hits;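 active = compounds whose inhibition of the agonist-driven luminescence signal at 20 µM reaches about 50%, limit read from the data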;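 also: cells stimulated with CCL20 at 14 nM final; plate controls were DMSO with CCL20 for no effect and DMSO without agonist for full effect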
Target sequence (P51684 whole entry, looked up): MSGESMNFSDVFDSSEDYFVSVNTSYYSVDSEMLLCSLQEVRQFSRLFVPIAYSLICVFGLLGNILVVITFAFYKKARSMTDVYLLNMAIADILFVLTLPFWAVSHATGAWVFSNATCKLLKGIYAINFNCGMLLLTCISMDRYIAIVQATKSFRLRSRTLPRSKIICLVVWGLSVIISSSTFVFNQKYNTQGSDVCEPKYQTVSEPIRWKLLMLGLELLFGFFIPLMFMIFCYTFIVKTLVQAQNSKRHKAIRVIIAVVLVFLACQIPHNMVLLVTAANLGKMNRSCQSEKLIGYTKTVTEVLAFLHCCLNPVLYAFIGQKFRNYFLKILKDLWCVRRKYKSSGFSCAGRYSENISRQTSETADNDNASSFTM
UBC13 polyUb: human UBC13 polyubiquitination inhibition. P61088. UBC13 polyubiquitin chain formation, TR-FRET. inhibition, % at 20 µM. 330,000 compounds, 0.47% hits. AID 485273; in the data active = inhibition above about 45%, passing the limit was not always enough
Target sequence (P61088 whole entry, looked up): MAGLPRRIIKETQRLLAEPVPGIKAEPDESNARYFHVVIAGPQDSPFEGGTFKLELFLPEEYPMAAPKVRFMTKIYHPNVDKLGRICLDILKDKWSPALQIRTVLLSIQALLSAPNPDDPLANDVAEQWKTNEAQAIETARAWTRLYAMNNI
APJ antagonist: APJ receptor antagonism. P35414. CHO-K1 APJ beta-arrestin complementation, luminescence. inhibition, % at 20 µM. 330,000 compounds, 0.32% hits;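 active = inhibition above about 40% at 20 µM, limit read from the data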;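 also: cells challenged with 10 nM apelin-13 agonist together with compound; plate controls were apelin-13 plus DMSO wells for no effect and DMSO wells lacking apelin-13 for full effect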
The depositor's hits bear a star; / = no result given.

SMILES,EBI2 block,CXCR6 block,Gli-Sufu block,APJ ag,ATG4B inh,CCR6 antag,UBC13 polyUb,APJ antagonist
CCO[C@@H]1OC(C(=O)O)=C[C@H](c2cn(C(C)=O)c3ccccc23)[C@H]1CCCO,-17,-3,5,1,-10,-5,13,11
COc1ccc(NC(=O)c2cc(C)no2)cc1,-2,1,-6,-1,0,7,6,9
Cc1cc(C)n(CCC(=O)Nc2ccc3c(c2)OCCO3)n1,0,2,0,-2,-9,5,-4,-2
COc1cc(OC)cc(-c2cc3nc(C)c(CCC(=O)O)c(C)n3n2)c1,-10,0,61*,/,13,19,/,/
CCOC(=O)c1c(NC(=O)c2c(Br)cnn2CC)sc(C)c1C,24,0,-2,-2,-15,18,38,17
O=C(CCn1c(=O)oc2ccc(Cl)cc21)N1CCN(c2ccccc2)CC1,0,1,-2,-1,-8,10,2,4
CCOC(=O)c1ccccc1NC(=O)COC(=O)CCNS(=O)(=O)c1ccccc1,-12,-8,6,-4,-15,15,4,20
CCCn1nnc(NC(=O)c2ccc3ccccc3c2)n1,-3,5,-31,1,-14,0,-11,-1
Cc1ccc(NC(=O)CCCCCN2C(=O)[C@@H]3Cc4ccccc4CN3C2=O)c(Cl)c1,7,-7,-10,-3,25,16,4,36
NC(=O)c1ccc(NC(=O)c2ccc(COc3ccccc3Br)cc2)cc1,-1,-8,-10,-4,4,17,-6,-49
Cc1cc(-c2nn(-c3ccccc3F)cc2CN2CCN(c3ccncc3)CC2)c(C)s1,0,3,22,-3,20,14,22,-7
Cc1ccc(/C=C/C(=O)OCc2nc(N)nc(Nc3ccccc3C)n2)o1,-7,-2,-2,-2,-1,-6,0,-2
COc1cc(/C=N/Nc2nncn2/N=C/c2ccc(O)c(OC)c2)ccc1O,-15,-16,-46,3,-7,-13,-6,-82
COc1ccc(COC(=O)c2cccc(S(=O)(=O)N3CCCC3)c2)cc1F,1,8,-1,-7,-4,21,12,5
COc1ccc(NCc2nnc(SCC(=O)Nc3cccc(C)c3)o2)cc1,13,3,-1,1,-6,2,-13,-15
CCCC(=O)Nc1ccc(C(=O)Nc2ccc([N+](=O)[O-])cc2OC)cc1,-5,-3,-4,-2,-4,10,-22,-6
Cc1[nH]c(C)c(S(=O)(=O)NCCc2ccccc2)c1C(=O)N1CCCC1,-5,4,-8,-5,-1,5,-3,-4
COCc1[nH]nc2c1C(c1sccc1C)C(C#N)=C(N)O2 (centres undefined),-28,-12,3,2,-17,11,-18,12
CCOC(=O)COc1ccccc1/C=C1\NC(=O)NC1=O,-10,8,-6,-1,-1,0,-6,10
Cc1cc(=O)n2ccsc2n1,-1,1,-1,-1,-4,22,-14,5
Cn1cc(C(=O)C(=O)N2CCCC2)c2ccccc21,3,12,4,-3,-7,5,17,-8
N#Cc1nc(COc2ccccc2F)oc1NCc1ccc(F)cc1,21,-9,-3,-1,-5,17,6,-6
Cc1c(-c2nc(-c3cccnc3)no2)cccc1[N+](=O)[O-],16,4,-27,1,5,9,-4,13
CCOC(=O)C(Cc1ccc(O)cc1)NC(=O)CNC(=O)C(CC(C)C)NC(=O)OC(C)(C)C (centres undefined),-10,5,7,0,13,5,-7,-7

The list goes on, starting with the last three of the part before.
SMILES,EBI2 block,CXCR6 block,Gli-Sufu block,APJ ag,ATG4B inh,CCR6 antag,UBC13 polyUb,APJ antagonist
N#Cc1nc(COc2ccccc2F)oc1NCc1ccc(F)cc1,21,-9,-3,-1,-5,17,6,-6
Cc1c(-c2nc(-c3cccnc3)no2)cccc1[N+](=O)[O-],16,4,-27,1,5,9,-4,13
CCOC(=O)C(Cc1ccc(O)cc1)NC(=O)CNC(=O)C(CC(C)C)NC(=O)OC(C)(C)C (centres undefined),-10,5,7,0,13,5,-7,-7
O=C(CSc1ccc(-c2ccccc2)nn1)NC1CCCC1,0,0,-6,8,2,12,-3,3
CC(C)CNC(=O)CSc1nnc(-c2cccc(S(=O)(=O)N3CCCCC3)c2)o1,-2,-12,0,2,-4,4,-5,-12
CCN(C[C@H]1N[C@@](C)(C(=O)OC)[C@H]2C(=O)N(C)C(=O)[C@@H]12)C(=O)C1CCCCC1,-10,-10,-3,-2,0,1,-11,7
O=C(NCCCn1ccnc1)C(=O)NCC1OCCN1S(=O)(=O)c1ccc(Br)cc1 (centres undefined),-3,0,11,-4,4,1,3,10
COc1ccc2nc(-c3ccccc3)cc(C(=O)OCC(=O)NC3CC3)c2c1,1,1,2,-6,-15,-4,16,-3
COc1cccc(Oc2cn[nH]c2-c2ccc(OC)cc2O)c1,18,-1,5,-2,10,11,38,-7
CC(=O)c1cc2c(cc1N)OCO2,1,3,-5,-1,5,-1,-4,0
CCCC(=O)c1ccc(N2CCN(C(=O)c3cccs3)CC2)c(F)c1,-6,2,-15,-1,-8,11,4,-6
CS(=O)(=O)c1ccc(Cl)c(NC(=O)Cc2ccccc2F)c1,0,-9,-2,-1,-1,-18,0,-44
Cc1cc(F)ccc1S(=O)(=O)N1CCCOC1CNC(=O)C(=O)NC1CC1 (centres undefined),-7,1,1,-3,-8,10,-3,0
O=C1C=C(c2ccc3[nH]ccc3c2)CCC1,1,-9,-58,-3,-3,15,2,36
O=C(Cc1csc(Nc2nc(=S)[nH]c3ccccc23)n1)NCc1cccc(Cl)c1,8,24,13,-7,3,35,-14,18
CC(C)Nc1nc(NC(C)(C)C)nc(Oc2ccc(=O)n(C)n2)n1,11,-6,11,-1,1,-2,-1,-13
O=C(Nc1ccon1)c1ccc(OC2CCCC2)cc1,-8,-5,-79,5,-17,10,-5,10
Cc1ccc2cc(CCNC(=O)c3cccc([N+](=O)[O-])c3)c(=O)[nH]c2c1C,-2,-15,4,-2,-7,-7,-6,5
CCOc1ccc(CC(=O)NCCS(=O)(=O)N2CCN(c3ccccc3)CC2)cc1,-1,3,7,-3,-7,2,-2,15
CCOC(=O)C1C(=O)C(=O)N(Cc2ccccc2)C1C(=O)OCC (centres undefined),5,5,4,/,-2,-1,/,/
CC(C)(CO)NS(=O)(=O)c1ccc2c(c1)oc(=O)c1cc(S(=O)(=O)NC(C)(C)CO)ccc12,-8,2,6,-1,-15,21,4,6
CC(C)=CCC/C(C)=C/CN(CC(C)O)CC(C)O (centres undefined),-1,1,6,2,1,-5,11,20
Nc1nc2n(n1)C(c1c(F)cccc1Cl)CC(c1ccc(F)cc1)N2 (centres undefined),2,3,-2,-4,-7,19,-8,14
CCOC(=O)COc1c(OC)cc(Cl)cc1C1Nc2ccccc2C(=O)N1c1cccc(C)c1 (centres undefined),20,7,-23,-4,12,19,24,19
Cc1cccc(NC(=O)/C(C#N)=C/c2cccc([N+](=O)[O-])c2)n1,-1,-6,0,0,3,0,1,-12
COCCNC(=O)CSc1nc2ccccc2c(=O)n1CC1CCCO1 (centres undefined),-6,-8,2,-1,-5,-9,-4,-8
CC(Oc1ccccc1C(N)=O)C(=O)Nc1ccc(S(=O)(=O)N2CCCC2)cc1 (centres undefined),-2,0,-6,-5,-3,3,7,13
NNC(=O)c1cccc(COc2ccc3c(c2)CCC3)c1,-3,49*,-109,2,22,7,-3,8
O=C(CN1C(=O)CSc2ccc(S(=O)(=O)N3CCCCCC3)cc21)NCCc1ccccc1,14,6,0,/,0,16,/,/
OCc1cn(-c2ccccc2)nc1-c1ccco1,1,-6,-25,-3,4,0,4,1
O=C(C[C@@H]1C/C=C\C[C@H](NC(=O)OCC2c3ccccc3-c3ccccc32)C(=O)OC[C@@H]2CCCN2C1=O)N[C@H](CO)Cc1ccccc1,-4,-12,1,-3,-2,7,13,-1
Nc1ccc(C(=O)NCC2(c3ccccc3)CCCC2)cc1,-4,-2,-4,-2,2,10,-12,-1
CC(=O)c1ccccn1,-8,2,5,-1,-3,5,-2,-7
Cn1c(C(=O)N[C@@H](Cc2ccccc2)C(=O)NCCC(=O)O)cc2cc(Cl)ccc21,-5,-3,-1,-3,1,12,1,14
CCN1C(=O)c2ccc(-c3nc4ccccc4c(=O)o3)cc2C1=O,0,-3,-2,0,5,26,16,12
COc1ccc(Cl)cc1N(C)C(=O)CCNC(=O)Cn1cnc2ccccc2c1=O,-2,2,6,-1,-12,0,1,3
COc1ccc(Cl)cc1NC(=O)CN(C)C(=O)Cn1cnnn1,-4,1,12,-3,-7,1,6,-1
COCc1nnc(NC(=O)CCN2C(=O)c3ccccc3C2=O)s1,-5,5,3,-2,-6,-21,-6,-8
Cc1cccc(OCC2Cn3c(nc4c3c(=O)[nH]c(=O)n4C)O2)c1 (centres undefined),-1,12,16,3,-2,-8,3,-8
O=C(O)CCCC(=O)OCCc1cc2ccccc2c(=O)o1,-14,-9,3,-4,-5,8,10,3
O=C(CSc1n[nH]c(=O)[nH]c1=O)NC1CC1,-4,4,-3,-5,-4,9,13,3
CCNC(=S)N(Cc1ccc2c(c1)OCO2)C1CC(=O)N(c2ccc(F)cc2)C1=O (centres undefined),5,-7,2,7,0,17,1,8
CCOc1ccc(N(CC(=O)Nc2ccccc2C(=O)NC(C)CC)S(C)(=O)=O)cc1 (centres undefined),-4,4,-16,0,-8,17,-1,2
CC1(C)CNC(=O)CC(C)(C)N1,4,-5,-18,-4,-4,0,0,1
O=C(CSc1nnc2ccccn12)NNC(=O)c1ccc([N+](=O)[O-])cc1,-16,-4,9,6,-3,-1,-8,-9
CCCCN(C(=O)c1ccc(S(=O)(=O)N2CCCC2)cc1)C1CCS(=O)(=O)C1 (centres undefined),-5,6,-4,-2,2,6,3,7
CC(NC(=O)CCC(=O)Nc1ccccc1O)c1ccccc1 (centres undefined),-4,-1,-1,-3,-4,-8,-8,1
O=C1NC(Cc2ccccc2)C(=O)N1Cc1ccccc1 (centres undefined),-3,6,8,/,1,5,/,/
CC1CCCCC1NC(=O)COc1ncnc2sccc12 (centres undefined),-8,4,-2,/,6,17,/,/
C/C(=N\N=C1\NC(=O)C(Cc2ccccc2)S1)c1ccccc1 (centres undefined),10,8,-6,-3,-7,14,-5,1
CC(C)N(Cc1nc(-c2ccccc2)no1)C(=O)Cc1ccccc1,4,10,0,-5,-16,9,6,18
CCc1noc(C)c1C(=O)Nc1cc(Cl)ccc1N1CCCC1,13,-2,9,-7,0,-28,6,21
O=C(O)c1cc(-c2ccccc2)n[nH]1,-13,-5,-33,-4,1,7,1,-2
O=C(CN1CCN(S(=O)(=O)/C=C/c2ccccc2)CC1)NC(=O)NCc1ccco1,2,-8,5,0,-6,11,-1,16
Cc1ccc(CSc2nnc(-c3cccs3)n2C)cc1,-16,-4,-18,-4,-5,1,-2,13
CCN1CCN(C(CNS(=O)(=O)c2ccc(Cl)cc2)c2ccccc2)CC1 (centres undefined),-13,-1,19,-1,-1,6,8,24
CC1CCCC(NC(=O)CNCc2ccccc2F)C1C (centres undefined),-12,0,7,0,-5,-9,9,-3
CCSC1=C(C#N)C(c2ccccc2Cl)C(C(=O)c2cccs2)C(O)(C(F)(F)F)N1 (centres undefined),-20,0,7,-2,-21,19,6,0
CCCCC1(C)OC(=O)C(=Cc2ccc(N(CC)CC)cc2)C(=O)O1 (centres undefined),-3,4,-17,6,7,23,-155,-3
COc1ccc(/C=C/c2nc(-c3ccccc3O)n[nH]2)cc1,15,1,-52,2,-18,9,-6,-10
